Screening results as filed in PubChem.
ADAM17 inh – inhibitors of human ADAM17; AID 720648; recombinant ADAM17, EDANS/DABCYL FRET peptide cleavage; P78536; actives 0.83% (n = 370,000); inhibition, % at 6.95 µM;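 active means inhibition above the mean of compounds lying between control limits plus 3 SD, set per campaign, cut at about 8.5% in these data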;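 further: 0% = DMSO-only wells as the low control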
Target sequence (P78536 215-824 limits assumed): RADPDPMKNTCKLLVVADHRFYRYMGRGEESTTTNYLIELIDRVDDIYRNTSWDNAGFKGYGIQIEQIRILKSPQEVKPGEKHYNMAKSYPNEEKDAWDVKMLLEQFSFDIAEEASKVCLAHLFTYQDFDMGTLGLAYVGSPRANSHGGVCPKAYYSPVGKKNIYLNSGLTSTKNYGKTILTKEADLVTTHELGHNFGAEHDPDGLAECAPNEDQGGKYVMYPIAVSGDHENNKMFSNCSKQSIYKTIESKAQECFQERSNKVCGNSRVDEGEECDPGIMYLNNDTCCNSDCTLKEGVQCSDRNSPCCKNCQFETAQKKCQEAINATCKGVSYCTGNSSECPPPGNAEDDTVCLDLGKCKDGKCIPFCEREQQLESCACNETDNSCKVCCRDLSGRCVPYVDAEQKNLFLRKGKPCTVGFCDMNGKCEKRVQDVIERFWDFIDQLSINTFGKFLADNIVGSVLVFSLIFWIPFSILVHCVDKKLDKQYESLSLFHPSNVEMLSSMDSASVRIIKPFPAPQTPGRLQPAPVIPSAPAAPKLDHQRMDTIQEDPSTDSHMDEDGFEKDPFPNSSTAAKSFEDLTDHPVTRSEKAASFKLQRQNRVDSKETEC
ssDAF12 agonist – activators of S. stercoralis DAF-12 nuclear receptor | HEK293 ssDAF-12/GRIP1 lit1-tk-luc reporter, luminescence; % of 3 µM dafachronic acid response | activation, % at 6.8 µM | actives 1% (n = 370,000);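 active means activation above the mean over all tested compounds plus 3 SD, cut at about 0.9% in these data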;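 further: 0% = DMSO-only wells and 100% = 3 µM delta7-dafachronic acid wells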
FXN GAA850 act – increases GAA850 frataxin promoter reporter activity. actives 0.56% (n = 360,000). HEK293 lucGAA850 FXN promoter luciferase reporter, 24 h; percent of 10 µM SAHA response. AID 540364. activation, % at 6 µM;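 active means activation above the average of all compounds screened plus 3 SD, cutoff fixed separately per campaign, cut at about 7.5% in these data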;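 further: 0% = DMSO wells and 100% = 10 µM SAHA wells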
ADAM10 inh – inhibits human ADAM10. recombinant ADAM10, EDANS/DABCYL FRET peptide cleavage, 3 h. actives 0.62% (n = 370,000). AID 720582. O14672. inhibition, % at 7 µM;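 active means inhibition above a per-campaign cutoff equal to the mean of compounds falling between control-based bounds plus 3 SD, cut at about 20% in these data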;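 further: 0% = DMSO wells while the 100% control is not disclosed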
DAX1 inh-1 – inhibitors of DAX1 repression of SF-1 activated StAR promoter. actives 1.1% (n = 370,000). AID 652010. inhibition, % at 6.8 µM. HEK293T StAR-luciferase reporter, SF-1/DAX-1 repression relief;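 active means inhibition above the mean over all tested compounds plus 3 SD, cut at about 3.6% in these data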;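 further: 0% = DAX-1 cells with DMSO and 100% = cells lacking DAX-1 with DMSO; higher inhibition means more luminescence from relief of DAX-1 repression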
NPR1 activator – GC-A (human) enzyme activation. P16066. HEK293 GC-A cells, cGMP TR-FRET, EC30 ANP; 0% at EC30 ANP, 100% saturating ANP. activation, % at 10 µM. actives 0.14% (n = 370,000); in the data active means activation above about 40%
DAX1 inh-2 – NR0B1 (DAX1) inhibition; inhibition, % at 6.75 µM; AID 504766; HEK293 Gal4-DAX1 luciferase reporter, luminescence; actives 0.99% (n = 340,000); P51843;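 active means inhibition above the mean over all tested compounds plus 3 SD, cut at about 4.2% in these data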;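 further: 0% = DAX1-transfected cells with DMSO and 100% = empty-vector control cells with DMSO; inhibition shows as a rise in luminescence from relieved DAX1 repression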
Target sequence (P51843 207-470 limits assumed): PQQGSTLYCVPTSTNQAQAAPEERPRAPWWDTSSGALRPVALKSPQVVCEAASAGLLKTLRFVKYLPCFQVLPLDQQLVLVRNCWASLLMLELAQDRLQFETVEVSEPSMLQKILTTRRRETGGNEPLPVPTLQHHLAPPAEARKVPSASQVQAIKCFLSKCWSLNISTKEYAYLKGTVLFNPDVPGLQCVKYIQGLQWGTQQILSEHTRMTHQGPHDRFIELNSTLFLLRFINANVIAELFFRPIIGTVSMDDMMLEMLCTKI
hgDAF12 agonist – activates the H. glycines DAF-12 receptor ligand-binding domain. actives 1.8% (n = 370,000). activation, % at 6.8 µM. HEK293 GAL4-hgDAF12 UAS-luciferase reporter, agonist luminescence; normalized to butyrate control;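 active means activation above a cutoff set at the mean of all screened compounds plus 3 SD, cut at about 10% in these data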;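 further: 0% = DMSO wells and 100% = sodium butyrate wells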
PG9 binder – PG9 antibody binding by small molecule. TR-FRET gp120-PG9 antibody binding. inhibition, % at 6.7 µM. actives 0.43% (n = 360,000); in the data active means inhibition above about 8.5%
hcDAF12 agonist – activates DAF-12 receptor from parasite H. contortus | actives 1.4% (n = 370,000) | HEK293 hcDAF-12 lit1-tk-luc reporter, luminescence; 0% DMSO, 100% Δ7-dafachronic acid | activation, % at 6.8 µM | AID 652067;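 active means activation above the mean of all tested compounds plus 3 SD, cut at about 5.5% in these data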;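 further: 100% = response to 3 µM Δ7-dafachronic acid high control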
SMARCA2 activ – SMARCA2 function activation, primary screen; MG213 cells, MMTV-luciferase reporter, dexamethasone, overnight; activation, % at 9.1 µM; actives 1% (n = 370,000); in the data active means activation above about 7.8%;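 further: 0% = vehicle wells and 100% = reference activator wells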
The depositor's hits bear a star; / = not tested or not shown; & = joins results of further samples.

SMILES	ADAM17 inh	ssDAF12 agonist	FXN GAA850 act	ADAM10 inh	DAX1 inh-1	NPR1 activator	DAX1 inh-2	hgDAF12 agonist	PG9 binder	hcDAF12 agonist	SMARCA2 activ
Cc1c(C(=O)N2CCC(C(N)=O)CC2)oc2ccc(Br)cc12	-2	-1.4	5.5	-6	3.3	2	0.7	4.5	-1.7	2.0	2
CC1CCCCN1C(=O)c1ccccc1OC1CCN(S(C)(=O)=O)CC1 (configuration not stated)	2	-0.4	1.7	7	-0.4	0	0.8	0.7	-2.2	1.1	-6
Cc1cccc(C)c1NC(=O)CN(C)C(=O)c1ccc(-c2cccc(C(F)(F)F)c2)o1	1	-1.0	1.8	11	-0.2	-3	-1.5	-0.7	-2.9	-1.7	-2
CC1COC(C)(CC(=O)NN2C(=O)c3ccccc3C2=O)O1 (configuration not stated)	-1	-1.5	2.4	-12	0.3	-3	-0.1	-2.7	-1.5	-2.3	-7
C/C(=N\NC(=O)c1nnn(-c2nonc2N)c1-c1ccccc1)c1ccco1	0	-0.8	-0.7	-5	-0.4	2	0.4	1.0	0.5	-0.1	-2
Cc1cc(C)n2cc(CSc3nc4ccccc4s3)nc2n1	-11	0.0	7.7*	-30	1.7	2	1.5	5.1	0.2	5.7*	2
COc1ccc(NC(=O)CN(C)C(=O)c2c(-c3c(F)cccc3Cl)noc2C)cc1	4	-1.2	-0.1	-8	-0.2	1	0.5	2.3	0.9	1.3	-1
O=C(Nn1cnc2ccccc2c1=O)c1ccc([N+](=O)[O-])cc1	-2	-1.4	-0.9	-4	-0.6	-5	1.1	2.2	-1.7	-0.6	0
Cc1ccc(NC(=O)Cc2ccc3c(c2)CCCC3)cc1C	3	-1.1	0.2	9	0.4	0	0.2	-0.3	-1.2	-2.1	-1
Cc1cc(C(=O)N/N=C/c2cccc([N+](=O)[O-])c2)c(C)o1	3	-1.0	0.9	6	0.3	1	0.5	0.4	-0.5	0.2	-5
C[C@]12CC[C@H](O)CC1=C[C@H](O)C1C2CC[C@@]2(C)C1CC[C@@]2(O)C#Cc1ccc(CN)cc1 (some centres not stated)	-4	-1.0	0.1	-6	-0.8	-6	0.4	-1.6	0.5	-1.3	-3
COc1ccc(-c2cn3cccc(C)c3n2)cc1Br	-5	-0.4	8.4*	-13	2.5	1	2.8	8.0	-2.1	2.7	10*
O=C(Cn1c(=O)sc2ccccc21)OC(CCl)CCl	0	-1.4	-0.9	1	0.0	4	-0.3	0.0	-1.1	-0.1	2
COc1ccc(OC)c(-c2nc(CN3CCN(C(=O)c4ccco4)CC3)c(C)o2)c1	-33	-0.4	-0.1	-81	0.3	3	0.4	-1.8	-1.2	-1.5	5
COc1cccc(S(=O)(=O)NCc2ccc(C(=O)N3CCN(c4ccccc4)CC3)cc2)c1	-3	-1.2	-1.2	2	-2.5	-3	-0.9	-1.2	3.3	-2.7	-1
COc1ccc(NC(=O)C(=O)NCCN2CCN(C(=O)c3ccc(C(C)(C)C)cc3)CC2)cc1	-3	-1.1	0.0	-6	-0.1	6	0.7	0.9	-1.6	-3.0	-3
O=C(c1cc(F)ccc1F)C1CCCN(C(=O)CCc2cnccn2)C1 (configuration not stated)	-1	-1.0	0.6	7	0.4	2	-0.4	3.1	0.4	-1.3	2
Cc1csc(NC(=O)Nc2cccc(Cl)c2)n1	-1	0.2	5.6	7	1.7	2	1.1	17*	-0.7	3.6	4
CCC(C)Sc1nc2ccccc2c(=O)[nH]1 (configuration not stated)	-3	-0.4	0.4	11	-0.2	4	0.6	-0.5	1.6	-1.9	2
O=S(=O)(NCC1CCCO1)c1ccc(Br)cc1 (configuration not stated)	-1	-0.4	1.3	-4	-0.6	-2	0.9	-1.5	0.5	1.0	-3
COc1cccc(NC(=O)CN(C)C(=O)CNC(=O)c2ccc3ccccc3c2)c1	2	-0.7	1.9	-1	1.4	-4	2.1	1.7	-0.4	0.7	-1
CCC1CCCCN1C(=O)Nc1cccc(NC(=O)N2CCCCC2CC)c1 (configuration not stated)	-1	-0.7	-2.8	11	-0.7	1	0.3	0.2	-1.4	0.5	2
Oc1ccc(-c2nnc(SCC3CCCCC3)o2)cc1	8	-0.5	5.5	10	3.4	6	0.8	11*	0.4	0.6	3
Cc1cc(C)c(S(=O)(=O)NCc2cccs2)cc1C	-6	-0.9	-0.5	4	-1.6	2	0.8	-1.8	-0.7	-2.1	-1
O=C(O)c1ccc(NS(=O)(=O)c2ccc3c(c2)OCCO3)cc1	0	-1.4	1.9	0	-1.2	7	3.8	0.4	0.2	-1.4	3
Cc1ccc(OC(C)C(=O)Nc2cccc(S(=O)(=O)N3CCCCCC3)c2)cc1 (configuration not stated)	5	-1.4	-1.4	13	0.0	-1	-0.9	-0.6	-0.8	-1.7	1
O=C(COC(=O)c1cnc(Cl)c(Cl)c1)NCc1cccs1	-1	-0.7	1.2	3	0.5	4	-0.5	0.5	-3.0	1.7	0
C[C@H]1CN=C(N(C)C)N1CC1CCC(C(C)(C)C)CC1 (some centres not stated)	1	-1.4	1.5	6	-0.8	3	-0.5	1.0	0.9	-3.0	0
COC(=O)c1ccc(C23CC4(C2)[C@H](CN(Cc2cccnc2)[C@@H]4c2ccccc2)C3c2ccc(Cl)nc2)cc1 (some centres not stated)	6	-1.6	0.4	3	0.0	-5	-1.7	-1.9	0.5	0.0	-2
COC(=O)[C@]12C[C@H](CC(=O)N3CCCC3)C(=O)N(CCc3ccc(OC)c(OC)c3)C1=C[C@H](C(C)C)O[C@@H]2C1CC1	-4	-1.0	/	-2	-0.8	2	/	-2.5	/	-1.4	-1
COc1cc(NC(=O)CCC2CCCC2)cc(-n2cnnn2)c1	-1	-1.6	0.7	2	-0.5	11	-1.4	-1.0	-1.9	-0.7	0
Cc1ccc(SCc2cn3c(C)cc(C)nc3n2)cc1	-4	-0.9	1.7	-15	-0.5	2	-0.1	0.8	-1.8	1.0	-1
Cc1ccc(-n2nnc3c(=O)n(CC(=O)OCc4ccccc4)cnc32)cc1	-1	-1.0	0.7	-9	0.8	4	1.3	4.8	-2.0	-0.1	1
CC(C)(C)C(=O)Nc1cc(NC(=O)C(C)(C)C)cc(C(=O)NNC(=O)c2ccncc2)c1	1	-0.2	0.7	0	-0.1	0	0.0	-1.0	-2.5	-2.4	0
Cc1noc(C)c1C(=O)N1CCC1(C)C(=O)NS(=O)(=O)c1cccc(OC(F)F)c1 (configuration not stated)	-4	-1.4	0.3	-10	0.9	3	/	2.0	0.3	1.0	0
CC1(C)OC(=O)C2=C(CC(CCc3ccccc3)OC2CCc2ccccc2)O1 (configuration not stated)	1	-0.6	/	3	0.5	4	/	2.4	-0.6	1.4	-4
CC(C)Cn1c(SCC(=O)O)nnc1-c1cccc(S(=O)(=O)N2CCOCC2)c1	-7	-0.9	-0.5	-2	0.2	0	0.5	-1.1	0.7	0.7	-2
CCSc1ccc(C(=O)Nc2ccc(Br)cn2)cc1[N+](=O)[O-]	-2	-1.5	-0.7	0	0.1	-2	-1.4	2.7	0.1	-1.6	3
O=C1c2ccccc2C(=O)N1OCc1ccc(Cl)cc1	0	-0.6	-0.6	-5	0.1	-4	2.0	2.3	1.5	0.1	-2
CCOc1ccccc1NC1=C(OC)C(=O)C(Nc2ccccc2OCC)=C(OC)C1=O	0	-0.7	-1.1	-13	0.0	3	0.4	-0.5	-0.7	-1.6	-2
COc1ccc(OC)c(NC(=O)COC(=O)CC2CCCCC2)c1	3	-1.4	0.5	4	2.3	-1	0.8	-2.6	-1.3	-0.5	-4
COCCNC(=O)C(c1ccc(C)cc1)N(CCOC)C(=O)CCC(=O)Nc1nccs1 (configuration not stated)	0	-1.5	-0.6	-3	0.3	6	-0.1	0.3	-0.6	1.4	-2
O=C(NCc1ccco1)/C(=C/c1ccccc1F)NC(=O)c1ccccc1	-3	-1.7	-0.8	2	-0.1	1	0.4	1.6	0.6	0.0	-4
Cc1ccc[n+](-c2nc3ccccc3nc2C(=C=[N-])C#N)c1	-1&-1	0.0&0.3	2.1&1.1	-1&-12	-0.4&0.1	-1&-6	0.0&0.3	-1.0&-1.7	-2.6&-1.3	5.1&1.2	-2&2
Cc1ccccc1CN1CCCCC(NC(=O)c2cccc(F)c2)C1=O (configuration not stated)	-2	-1.6	/	-2	-2.2	1	/	0.5	/	-1.2	-3
N#CC(C(=O)Nc1ccc(Cl)cc1)=C1Nc2ccccc2N1	0	-1.0	0.1	-9	-0.6	19	-0.6	0.8	-0.8	-1.8	-1
Cc1noc(C)c1C(=O)OCC(=O)c1c(N)n(CC(C)C)c(=O)n(C)c1=O	-4	-1.2	0.3	-6	-0.4	8	2.3	0.2	0.1	0.3	-3
COC(=O)CCC(=O)N1CCC(CCC(=O)NCc2ccc(F)cc2)CC1	-1	-1.1	0.4	1	-0.5	-2	0.9	-1.9	-2.5	0.1	-3
O=c1oc([C@@H](O)c2ccccc2)cc2ccccc12	-2	-1.4	0.3	8	-0.2	0	-0.3	0.7	0.5	-0.9	0
Cc1cc(NC(=O)CSc2ncc(CO)n2Cc2ccc(F)cc2)no1	-6	-1.2	1.3	4	-0.2	0	-0.1	2.5	-2.0	0.0	-2

Entries above shown as hits in SMARCA2 activ.
Molecule,ADAM17 inh,ssDAF12 agonist,ADAM10 inh,DAX1 inh-1,NPR1 activator,DAX1 inh-2,PG9 binder,hcDAF12 agonist,SMARCA2 activ
COc1ccc(-c2cn3cccc(C)c3n2)cc1Br,-5,-0.4,-13,2.5,1,2.8,-2.1,2.7,10*

(next part)
SMILES	ADAM17 inh	ssDAF12 agonist	FXN GAA850 act	ADAM10 inh	DAX1 inh-1	NPR1 activator	DAX1 inh-2	hgDAF12 agonist	PG9 binder	hcDAF12 agonist	SMARCA2 activ
O=C(/C=C/c1ccc(Cl)cc1)N1CCN(c2ccccc2[N+](=O)[O-])CC1	1	-1.9	0.9	7	-0.3	-34	-0.8	-5.5	0.0	-3.3	-3
O=C(Nc1ccon1)c1ccc(S(=O)(=O)N2CCCCCC2)cc1	-8	-1.0	0.9	-12	0.3	3	-0.8	3.1	0.0	-1.6	0
Cc1ccc(OCC(=O)N(C)CCc2ccccn2)cc1	-3	-1.8	-0.4	1	-0.1	5	0.6	1.9	1.3	-1.2	2
COc1ccc(-n2c(C)cc(C=O)c2C)cc1Cl	0	-0.8	1.1	7	-0.6	-6	-0.3	-0.4	-0.8	-1.5	0
O=C(NCc1ccccn1)c1ccc(OC2CCN(Cc3ccccc3O)CC2)cc1	-4	-0.5	0.9	7	-1.0	2	0.1	1.0	-2.0	-0.1	-2
CNC(=O)/C(C#N)=C/c1c(N2CCCCCC2)nc2ccccn2c1=O	-38	-1.3	0.9	-99	-0.2	8	0.5	-0.5	-1.1	-1.8	-2
O=c1[nH]c(=S)[nH]c2c1C(c1cc([N+](=O)[O-])c(N3CCOCC3)cc1N1CCOCC1)O2 (configuration not stated)	2	-1.2	1.3	3	-0.4	1	0.3	1.7	-2.4	0.0	4
c1ccn(-c2ncnc3sc4c(c23)CCCC4)c1	-2	-1.3	2.6	-4	-0.8	-1	-1.3	-1.2	-0.6	-0.8	1
